BoNT F protease: inhibitors of Botulinum neurotoxin F light chain protease. 360,000 compounds, 0.22% hits. AID 588497. inhibition, % at 10 µM. Multiplex microsphere protease cleavage assay, flow cytometry; in the data active = inhibition above about 35%, passing the limit was not always enough; inconclusive = no clear call, values can overlap the other calls; note: plate controls were buffer without enzyme for full effect and enzyme alone for no effect
Mtb FBA inh: Mtb fructose-bisphosphate aldolase inhibition; AID 588726; P9WQA3; 360,000 compounds, 2.3% hits; inhibition, % at 1 µM; purified M. tuberculosis FBA, fluorescence read-out; in the data active = inhibition above about 27%;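 note: 0% = vehicle and 100% = reference inhibitor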
Target sequence (P9WQA3 whole entry, looked up): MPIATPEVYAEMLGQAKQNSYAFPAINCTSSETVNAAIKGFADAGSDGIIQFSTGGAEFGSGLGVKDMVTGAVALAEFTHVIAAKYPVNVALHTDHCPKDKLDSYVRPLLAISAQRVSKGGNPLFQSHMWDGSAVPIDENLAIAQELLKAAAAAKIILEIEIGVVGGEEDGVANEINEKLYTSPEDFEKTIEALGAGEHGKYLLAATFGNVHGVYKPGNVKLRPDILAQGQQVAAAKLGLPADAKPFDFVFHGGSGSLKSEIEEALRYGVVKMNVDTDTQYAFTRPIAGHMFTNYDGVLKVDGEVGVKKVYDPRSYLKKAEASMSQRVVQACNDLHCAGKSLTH
FadD28 FP inh: blocks FadD28 binding to the bisubstrate probe; fluorescence polarization; inhibition, % at 12.5 µM; 360,000 compounds, 0.22% hits; AID 588549; in the data active = inhibition above about 8.5%, passing the limit was not always enough; inconclusive = no clear call, values can overlap the other calls
UGM FP inh: inhibitors of M. tuberculosis UDP-galactopyranose mutase | P9WIQ1 | inhibition, % at 10 µM | purified UGM, fluorescence polarization probe displacement | 320,000 compounds, 0.06% hits | AID 504406; in the data active = inhibition above about 10%, passing the limit was not always enough; inconclusive = no clear call, values can overlap the other calls
GDH-TPI counter: inhibits GDH-TPI coupling enzymes, artifact for Mtb FBA screen | GDH-TPI coupled enzyme counterscreen, NADH absorbance | inhibition, % at 4.8 µM | 360,000 compounds, 1.2% hits | AID 588335; in the data active = inhibition above about 30%;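 note: 0% = DMSO wells and 100% = wells lacking the enzyme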
Mtb BioA inh: blocks M. tuberculosis BioA enzyme activity; purified M. tuberculosis BioA enzyme, plate reader; inhibition, % at 9.99 µM; 360,000 compounds, 0.096% hits; AID 602481; in the data active = inhibition above about 40%; inconclusive = no clear call, values can overlap the other calls
MazEF act: increases E. coli MazEF RNase cleavage of RNA; P0AE70; activation, % at 20 µM; 350,000 compounds, 0.32% hits; AID 504720; FAM/BHQ RNA-DNA oligo cleavage fluorescence, 5 h; in the data active = activation above about 50%
Target sequence (P0AE70 whole entry, looked up): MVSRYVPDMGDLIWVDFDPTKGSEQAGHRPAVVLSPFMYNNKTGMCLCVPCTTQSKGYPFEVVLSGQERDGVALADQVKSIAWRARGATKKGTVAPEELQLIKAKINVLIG
Rv3671c inh: inhibits the M. tuberculosis serine protease Rv3671c; inhibition, % at 5.96 µM; P9WHR9; 320,000 compounds, 0.048% hits; in the data active = inhibition above about 38%;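 note: extracellular domain of Rv3671c used as enzyme; 0% = enzyme with DMSO and 100% = no enzyme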
Target sequence (P9WHR9 whole entry, looked up, the tested form may be a part): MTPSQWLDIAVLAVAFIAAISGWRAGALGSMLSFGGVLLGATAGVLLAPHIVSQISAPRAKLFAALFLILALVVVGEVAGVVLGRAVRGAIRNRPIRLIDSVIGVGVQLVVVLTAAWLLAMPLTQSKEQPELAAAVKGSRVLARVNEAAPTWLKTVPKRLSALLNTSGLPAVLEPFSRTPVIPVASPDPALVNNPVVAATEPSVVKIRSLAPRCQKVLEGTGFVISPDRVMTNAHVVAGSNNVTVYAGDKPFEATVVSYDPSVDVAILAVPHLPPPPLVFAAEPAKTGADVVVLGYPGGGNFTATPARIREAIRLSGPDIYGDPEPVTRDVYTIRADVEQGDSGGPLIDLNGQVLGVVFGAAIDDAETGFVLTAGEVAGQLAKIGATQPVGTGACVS
PrPC TRFRET: reduces human prion protein on the cell surface | P04156 | cell surface PrPC, TR-FRET read-out | inhibition, % at 13.8 µM | 370,000 compounds, 0.43% hits | AID 720596; in the data active = inhibition above about 24%; note: 0% = median of the test wells and 100% = reference compound wells
* = called active by the depositor; ? = inconclusive; . = not tested or not shown; + = active, no number; & = joins results of further samples.

The line under a structure holds: PrPC TRFRET, Mtb FBA inh, FadD28 FP inh, Mtb BioA inh, Rv3671c inh, MazEF act, UGM FP inh, BoNT F protease, GDH-TPI counter
1. CCOC(=O)c1ncn2c1C(=O)OC2(C)C
    4, 1, -3.7, 1.6, 16, 5, -1.3, 2, -1
2. O=C(OC(C(=O)NCC1CCCO1)c1ccc(F)cc1)c1ccco1 (stereo not given)
    -1, -1, -3.9, 3.9, 1, 11, 3.4, 2, -11
3. COc1cc(OC)cc(C(=O)N[C@H](C(=O)NCCc2c[nH]c3ccccc23)C(C)C)c1
    8, -3, -0.3, -1.7, 4, 9, -0.1, -7, 10
4. COc1ccc(NC(=O)c2cc(CN3C(=O)c4ccccc4C3=O)ccc2OC)cn1
    -4, 0, -0.6, 0.7, -6, 5, 1.2, -5, 2
5. CCOc1ccc(N=C(/C(C(=O)C(=O)N2CCOCC2)=C(/O)c2ccccc2)c2ccccc2)cc1
    -10, 2, -3.5, ., 7, -18, 1.4, -11, 9
6. CCOc1ccc(C(=O)NCC(=O)NNC(=O)CN(C)S(=O)(=O)c2ccc(Cl)cc2)cc1OCC
    3, 2, -4.0, -0.8, ., 6, ., 2, 5
7. CCOC(=O)C1=C(C)N(C)C(=O)NC1c1c(C)nn(-c2ccccc2)c1C (stereo not given)
    3, 0, -4.0, -0.1, -4, 4, 2.9, -1, 10
8. O=C(COC(=O)Cc1cccc(C(F)(F)F)c1)NCc1ccco1
    0, 3, -1.6, -0.3, 1, 3, ., 4, 7
9. Cc1onc(-c2ccccc2Cl)c1C(=O)Nc1ccccc1C(=O)NC(C)C
    1, -3, -0.8, 0.0, 10, -7, -4.0, -1, 4
10. Cc1nnc(SCc2ccc(Cl)cc2)n1CC1CCCO1 (stereo not given)
    3, -2, -3.3, -1.1, 3, 2, 1.5, -16, 8
11. CCC1=C(C)CN(C(=O)NCCc2ccc(S(=O)(=O)NC(=O)NC3CCC(C)CC3)cc2)C1=O (stereo not given)
    8&-7, 1, -2.9, -0.4, -4, 6, -0.4, 3, 4
12. COc1ccc(C(=O)Nc2cc(S(=O)(=O)N3CCCC3)ccc2Cl)cc1
    5, -1, -1.0, 0.6, -7, 15, -1.4, -3, -8
13. COc1ccc(-c2nc(N)ncc2-c2ccccc2OC)c(O)c1
    -10, 0, -0.4, 0.1, 6, -3, -0.7, -12, 3
14. CCN(CC(=O)Nc1c(F)cccc1F)C(=O)c1cccn1C
    -2, 1, -1.6, -0.8, ., -1, ., 1, 0
15. O=C(Nc1ccc(Cn2cccn2)cc1)c1ccc(COc2cccc(Br)c2)cc1
    28*, -1, -4.6, -2.0, -68, -20, 3.3, -6, 3
16. CCc1ccc(-n2c(=S)sc3c(=O)[nH]c(SCC(=O)NC4CCCCC4)nc32)cc1
    -7, 1, -2.1, -1.2, ., -3, ., 6, 13
17. O=c1c2ccccc2nc(SCc2cccc(F)c2)n1-c1cccc(S(=O)(=O)N2CCCC2)c1
    9, 1, -3.3, -1.6, -52, -8, -1.5, -6, 3
18. COc1ccc(/C=C/c2cc(=O)c3cc(Cl)ccc3o2)cc1
    -7, -1, -2.5, ., -22, 54*, 0.3, -14, 11
19. CC(C)Oc1cccc(C(=O)NC(=S)N2CCN(c3ccc(C(F)(F)F)cc3[N+](=O)[O-])CC2)c1
    -6, 0, -0.8, -0.5, 7, -3, -0.7, 4, -12
20. Cc1nn(C)c(C(=O)NNC(=S)NC2CCCCC2)c1Br
    2, 8, -2.7, ., -2, 1, -3.7, -1, -1
21. Cn1nc(C(F)(F)F)c(C(=O)Nc2ccc(C(F)(F)F)cc2)c1Cl
    -1, -6, 1.7, 4.0, 0, 7, 2.4, -8, 15
22. Cc1cc(C)c(S(=O)(=O)c2ccc(Cl)cc2C)c(Cl)n1
    13, 0, -2.7, ., -1, 0, 1.5, -1, 1
23. Cc1ccccc1N1C(=O)NC(=O)/C(=C\c2cnn(-c3ccccc3)c2)C1=O
    -4, 1, -3.1, ., -14, 0, 1.8, -4, -5
24. CCN(CC)CCC(=O)N1c2ccccc2CCc2ccc(NC(=O)OC)cc21
    -5, 3, -0.9, -2.7, 3, 2, 1.9, -15, -6
25. CC(C)c1ccc(/C=C(\NC(=O)c2ccccc2)C(=O)NCCCN2CCOCC2)cc1
    -6, 4, -1.3, -1.5, 2, 10, -1.9, 1, 3
26. CCc1c(C(=O)OC)nnc2cc(C)nn12
    -6, -3, 0.1, -1.8, -11, -5, 2.0, -2, 5
27. Cc1cc(C)c(NC(=S)NC(NC(=O)c2ccccc2)C(Cl)(Cl)Cl)c(C)c1 (stereo not given)
    7, -1, -0.4, 1.7, -18, 3, 1.1, -8, 8
28. CCN1C(=O)CS/C1=N\c1nccs1
    1, -3, -3.3, -1.9, 4, 9, -2.8, -22, 9
29. O=C(O)c1ccc(Cl)c(S(=O)(=O)N2CCCC2)c1
    -4, 0, -2.1, ., 0, 6, 0.8, -5, 4
30. COCCn1c(C)cc(C(=O)COc2ccc(C)nc2[N+](=O)[O-])c1C
    -3, 3, -1.2, 15, -16, -13, 0.3, -6, 3

Look-ups from the list:
FadD28 FP inh, cpd 8 : -1.6
GDH-TPI counter, cpd 18 : 11

The main list resumes; the five compounds before the break are reprinted first.
The line under a structure holds: PrPC TRFRET, Mtb FBA inh, FadD28 FP inh, Mtb BioA inh, Rv3671c inh, MazEF act, UGM FP inh, BoNT F protease, GDH-TPI counter
26. CCc1c(C(=O)OC)nnc2cc(C)nn12
    -6, -3, 0.1, -1.8, -11, -5, 2.0, -2, 5
27. Cc1cc(C)c(NC(=S)NC(NC(=O)c2ccccc2)C(Cl)(Cl)Cl)c(C)c1 (stereo not given)
    7, -1, -0.4, 1.7, -18, 3, 1.1, -8, 8
28. CCN1C(=O)CS/C1=N\c1nccs1
    1, -3, -3.3, -1.9, 4, 9, -2.8, -22, 9
29. O=C(O)c1ccc(Cl)c(S(=O)(=O)N2CCCC2)c1
    -4, 0, -2.1, ., 0, 6, 0.8, -5, 4
30. COCCn1c(C)cc(C(=O)COc2ccc(C)nc2[N+](=O)[O-])c1C
    -3, 3, -1.2, 15, -16, -13, 0.3, -6, 3
31. Cc1ccsc1C1C(C(=O)O)c2ccccc2C(=O)N1C (stereo not given)
    -1, 2, -2.9, 0.4, 2, 9, -2.1, ?, -7
32. Cc1ccc(-n2ncc3c(N4CCC5(CC4)OCCO5)ncnc32)c(C)c1
    10, 8, -1.0, -0.8, 13, -21, 4.1, -14, -6
33. CCCCN(CC)c1nc(N)c2c(N)nc(OCC)cc2c1C#N
    7, 5, -3.8, ., -10, 34, 1.7, 4, 0
34. COCCn1c(SCC#N)nnc1-c1ccc2c(c1)OCO2
    2, 0, 1.6, ., -4, 3, 3.0, -5, -9
35. COc1ccc(OC)c(NC(=O)c2cc3c(=O)n4ccccc4nc3n2C)c1
    8, -3, 1.0, -2.2, -5, 18, -0.9, -9, 6
36. Cc1ccccc1NCC(=O)N/N=C\C=C\c1cccc([N+](=O)[O-])c1
    -13, -5, 1.8, ., 3, 6, -1.9, 0, 19
37. CC(=O)OC(Cn1ccnc1)c1ccccc1 (stereo not given)
    -1, 1, 0.3, -2.8, 3, 3, 0.9, -20, 9
38. COC(=O)c1ccccc1NS(=O)(=O)c1ccc2c(c1)oc(=O)n2C
    8, -3, -3.6, -0.2, 2, 6, 2.8, ?, 0
39. Nc1c(C(=O)N/N=C/c2cccnc2)oc2nc(-c3ccco3)cc(-c3ccco3)c12
    -1, 16, -1.6, 4.8, 1, -69, 3.7, -54, 17
40. CCCCNc1oc(-c2ccc(OC)cc2)nc1S(=O)(=O)c1ccccc1
    3, 1, -2.1, 1.0, 1, -5, -1.0, -2, 2
41. CC1(C)CC(=O)C(C(c2ccc(F)cc2)C2C(=O)CC(C)(C)CC2=O)C(=O)C1
    4, 1, 0.5, ., -8, -1, 3.3, -2, 5
42. O=C(c1ccco1)N1CCN(C(=O)c2ccccc2OCc2ccc(Cl)cc2)CC1
    5, -2, -2.7, 2.8, -3, 3, -0.8, 2, 13
43. OCc1ccc(-c2cncc3nccn23)cc1
    -11, +, -0.7, 0.6, ., ., ., -5, 13
44. O=S(=O)(Nc1nnc(C2CC2)s1)c1ccccc1
    6, 4, ., -2.9, 0, 0, 1.4, -8, 4
45. CC(C)(C)c1ccc(C(=O)Nc2nnc(C3=COCCO3)o2)cc1
    -2, 0, 2.5, 0.1, 3, 0, -1.9, 0, 4
46. Cc1ccc(C(=O)Cn2c3[n+](c4ccccc42)CC(O)CS3)cc1 (stereo not given)
    -2, -8, -4.1, -0.9, 1, 0, 2.3, -3, -3
47. Cc1cccc(N2CCN(C(=O)c3cc(S(=O)(=O)N4CCOCC4)cn3C)CC2)c1C
    0, 0, -1.0, 1.1, 1, 6, -2.0, 2, -3
48. CCN(CC(=O)Nc1c(F)cccc1F)C(=O)/C=C/c1ccc(Br)s1
    -4, -2, -1.9, 2.3, 5, -2, -2.0, 0, 21
49. CN1CCN(NC(=O)CN(C)S(=O)(=O)c2cc(Cl)ccc2Cl)CC1
    5, 1, 0.8, -1.6, -4, 1, 1.0, -2, 1
50. O=C(CNC(=O)c1ccco1)OCC(=O)c1ccc([N+](=O)[O-])cc1
    -3, 2, 1.9, -0.5, 9, 6, 0.0, -3, 6
51. C/C(=N\NC(=O)c1cc(C)nc2ccccc12)c1cccs1
    -4, -3, -1.4, ., 6, 7, -2.6, -3, 30
52. CCOc1ccc(NC(=O)CN(C)C(=O)Cc2n[nH]c(=O)c3ccccc23)cc1OCC
    0, 1, -3.8, 0.0, 4, 1, -0.8, 1, -15
53. CC(C)c1ccc(CN2CCC(Oc3ccc(C(=O)N4CCCC4)cc3)CC2)cc1
    -14, -2, -1.0, 1.7, 0, -3, -0.8, 0, 2
54. O=[N+]([O-])c1cnn2cc(Br)cnc12
    -27, 1, -1.2, -4.8, -1, 0, 2.2, 1, 9
55. O=S(=O)(NC1CCN(Cc2ccccc2)CC1)c1cccc2cccnc12
    ., 1, -2.6, 1.2, -6, 4, -0.9, 1, 0
56. CC1C/C(=N\NC(=S)NC(C)C)CC(C)(C)C1 (stereo not given)
    2, 4, -4.1, -1.0, 2, 5, -1.2, -12, 0
57. Nc1c2nc(-c3ccccc3Cl)[nH]c(=O)c2nc(=O)n1-c1ccccc1
    -1, 26, -2.3, ., 1, -5, 2.1, -23, 6
58. Cc1ccc(F)c(S(=O)(=O)NC(=O)C2(C)CCN2C(=O)C2(c3ccc(Cl)cc3)CCC2)c1 (stereo not given)
    1, 2, -1.5, -3.9, ., ., ., -5, 16
59. O=C(NCC(c1ccco1)N1CCCC1)c1cc2cc(Cl)ccc2o1 (stereo not given)
    -3, 2, -2.4, -1.1, -2, -6, 2.0, 3, 0

Only Mtb FBA inh and MazEF act (2 entries from above):
cpd	Compound	Mtb FBA inh	MazEF act
22	Cc1cc(C)c(S(=O)(=O)c2ccc(Cl)cc2C)c(Cl)n1	0	0
23	Cc1ccccc1N1C(=O)NC(=O)/C(=C\c2cnn(-c3ccccc3)c2)C1=O	1	0
